Screening data (PubChem BioAssay)
PP5 inh: PP5 (human) phosphatase inhibition; purified PP5c, OMFP substrate fluorescence; inhibition, % at 6.7 µM; 320,000 compounds, 0.18% hits; AID 1987;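 active = inhibition above the campaign's mean inhibition across all tested compounds plus 3 SD, cut at about 9.5% in these data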;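 also: 0% = DMSO only and 100% = 100 µM cantharidin control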
Target sequence (P53041 whole entry, looked up): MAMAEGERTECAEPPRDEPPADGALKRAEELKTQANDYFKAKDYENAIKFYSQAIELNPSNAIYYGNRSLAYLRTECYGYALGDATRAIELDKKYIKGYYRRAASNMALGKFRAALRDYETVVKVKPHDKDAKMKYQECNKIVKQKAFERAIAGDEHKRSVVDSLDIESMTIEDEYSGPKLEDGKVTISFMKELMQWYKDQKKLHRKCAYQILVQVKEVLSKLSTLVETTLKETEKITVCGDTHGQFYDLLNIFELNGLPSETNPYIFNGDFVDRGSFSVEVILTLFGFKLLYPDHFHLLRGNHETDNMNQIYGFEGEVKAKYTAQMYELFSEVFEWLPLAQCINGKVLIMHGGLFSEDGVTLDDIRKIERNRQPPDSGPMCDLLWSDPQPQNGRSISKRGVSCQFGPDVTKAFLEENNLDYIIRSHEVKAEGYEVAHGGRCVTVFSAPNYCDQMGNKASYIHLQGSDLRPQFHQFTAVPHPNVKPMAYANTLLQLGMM
Efflux pump inh: blocks antifungal efflux pumps in multiplex yeast assay; S. cerevisiae Candida pump triplex, Nile Red efflux; inhibition, % at 10 µM; 330,000 compounds, 0.44% hits;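 active = plate passing quality check with inhibition over a set limit, or well fluorescence over plate mean plus 4 SD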;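 also: Nile Red retained in pooled yeast measured as flow cytometry median fluorescence; 0% = buffer negative control and 100% = Enniatin B positive control; higher means more Nile Red kept so more efflux inhibition; some compounds called inactive have numbers as strong as hits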
PREPL inhibitor: human PREPL enzyme inhibition; recombinant PREPL, fluorescence polarization activity-based probe; inhibition, % at 5.96 µM; 320,000 compounds, 0.68% hits; Q4J6C6; in the data active = inhibition above about 43%;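 also: 0% = enzyme with DMSO and 100% = wells lacking enzyme; many of its hits are not listed in these tables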
TPT1 inh: C. albicans TPT1 enzyme inhibition | AID 1962 | inhibition, % at 5 µM | recombinant caTPT1, FP RNA substrate dephosphorylation | 300,000 compounds, 0.81% hits;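 active = inhibition above the mean of all tested compounds plus 3 SD, set per screening campaign, cut at about 24% in these data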;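 also: plate controls were DMSO alone for no effect and ferristatin control at 100 nM for full effect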
HCV core dimer: blocks dimerization of HCV core protein. inhibition, % at 5 µM. AID 1899. TR-FRET GST/Flag-core106 dimerization, 1536-well. 300,000 compounds, 0.33% hits;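 active = inhibition above the mean of all tested compounds plus 3 SD, set per screening campaign, cut at about 45% in these data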
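Material: Tagged HCV core106 pair (GST and Flag) | Amount: GST-core106 13.5 nM, Flag-core106 17 nM | Medium: KF-containing HEPES buffer, pH 7.45, DTT, CHAPS, BSA | Reagent: Eu donor and XL665 acceptor anti-tag antibodies | Schedule: 4 h at 22.5 °C | Technique: Time-resolved FRET, ex 340 nm, em 617 and 671 nm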
JMJD2C inh: human JMJD2C demethylase inhibition; inhibition, % at 2.35 µM; Q9H3R0; GST-JMJD2C(1-420) H3K9me3 demethylation, DELFIA europium; 330,000 compounds, 0.069% hits;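 active = more than half of a compound's replicate wells show inhibition beyond 50%, single wells judged on their own value; inconclusive = some, but no more than half, of replicates pass 50% inhibition; inactive = no replicate passes 50% inhibition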;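 also: signal counts dimethyl H3K9 product captured on neutravidin plate; 0% = median of DMSO wells and 100% = 0.3 times that DMSO median; strong numbers were not always called active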
Target sequence (Q9H3R0 1-420 limits assumed): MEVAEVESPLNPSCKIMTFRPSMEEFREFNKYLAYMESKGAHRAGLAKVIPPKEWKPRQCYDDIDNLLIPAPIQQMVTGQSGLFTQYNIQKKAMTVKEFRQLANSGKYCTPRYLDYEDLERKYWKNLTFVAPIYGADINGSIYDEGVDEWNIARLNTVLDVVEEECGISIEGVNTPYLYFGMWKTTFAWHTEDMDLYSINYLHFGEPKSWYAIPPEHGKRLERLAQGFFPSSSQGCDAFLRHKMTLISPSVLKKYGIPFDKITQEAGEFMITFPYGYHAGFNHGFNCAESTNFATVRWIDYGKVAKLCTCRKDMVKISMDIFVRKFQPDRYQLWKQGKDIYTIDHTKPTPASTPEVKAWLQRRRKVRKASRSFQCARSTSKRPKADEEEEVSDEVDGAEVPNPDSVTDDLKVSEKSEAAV
Fh CTSL1 inh: blocks F. hepatica cathepsin L1 in PFM18AAP counter-screen | recombinant F. hepatica cathepsin L1, Z-Leu-Arg-MCA fluorescence | inhibition, % at 5.96 µM | 300,000 compounds, 0.49% hits | AID 1906;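 active = inhibition above the mean of all tested compounds plus 3 SD, set per screening campaign, cut at about 17% in these data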;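 also: 0% = plate median of test compound wells and 100% = 1 µM Z-Phe-Ala-diazomethylketone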
PP1 counter: counter-screen for PP5 inhibitors: inhibitors of human PP1-alpha; purified PP1alpha, OMFP fluorescence; 320,000 compounds, 0.9% hits; inhibition, % at 6.7 µM; P62136; AID 2235;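 active = inhibition above the mean inhibition of all tested compounds plus 3 SD, computed separately for each screening campaign, cut at about 15% in these data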
LYPLA2 inh: counter-screen for PME1 inhibitors: inhibitors of human LYPLA2. O95372. recombinant LYPLA2, FP-Rh probe fluorescence polarization. inhibition, % at 5.9 µM. 320,000 compounds, 0.38% hits;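 active = inhibition above the screen-wide mean plus 3 SD, limit set per campaign, cut at about 26% in these data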;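 also: 0% = LYPLA2 with DMSO and 100% = wells lacking LYPLA2 enzyme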
Numbers without * were called inactive; i = inactive; ? = inconclusive; · = no result given.

SMILES	PP5 inh	Efflux pump inh	PREPL inhibitor	TPT1 inh	HCV core dimer	JMJD2C inh	Fh CTSL1 inh	PP1 counter	LYPLA2 inh
O=C(C[n+]1ccccc1)Nc1ccccc1C(=O)O	-0.3	-0.2	3	-2	-5	0	-1	-1	2
O=C1c2ccc(Oc3ccc([N+](=O)[O-])cc3)cc2C(=O)N1CCCO	-1.8	-0.1	19	-1	1	-6	2	-1	46*
Cc1ccccc1Cn1cc(NC(=O)c2cc3nc(-c4ccco4)cc(C(F)(F)F)n3n2)cn1	5.2	0.0	11	-3	9	11	0	2	-4
CC12CCCc3c(O)cc(=O)n(c31)-c1ccccc12 (configuration not stated)	1.4	0.2	2	-4	1	-1	-2	-2	2
Cc1cc(C)nc(SCC(=O)Nc2nc(-c3ccccc3)c(-c3ccccc3)o2)n1	-0.1	0.8	-2	0	8	4	-1	3	-4
Cc1cc(C)c(/C=N/NC(=O)c2nnn(-c3nonc3N)c2CN2CCC(C)CC2)c(C)c1	8.1	0.1	9	4	19	17	2	10	-20
COc1cccc(-c2cc(C(=O)NCC3CCCO3)c3ccccc3n2)c1 (configuration not stated)	-2.2	-1.5	9	-6	2	-3	3	-1	0
CN(c1ccccc1)S(=O)(=O)c1cccc(C(=O)NCCc2c[nH]c3ccccc23)c1	-0.5	0.2	-2	-3	3	0	0	-4	-6
CCc1ccc(C(=O)NNC(=O)c2cccc(N3C(=O)CCC3=O)c2)cc1	-1.4	0.0	1	-1	4	-2	7	-5	-1
Cc1ccc(S(=O)(=O)N(c2nc(NC(C)C)nc(NC(C)C)n2)n2cnnc2)cc1	0.6	-0.1	-2	-3	4	6	3	0	-3
O=[N+]([O-])c1ccccc1/C=N/NC1=NS(=O)(=O)c2ccccc21	-1.5	0.0	-3	0	-2	6	2	-3	1
O=C(NCc1nnc2c(C(F)(F)F)cc(Cl)cn12)c1cccnc1	1.8	-0.2	5	3	-5	2	-2	-2	-7
CCOC(=O)CN1CC23C=CC(O2)C(C(=O)NCc2cccs2)C3C1=O (configuration not stated)	-1.0	0.0	2	3	3	20	-3	4	2
CN1C(=O)C(CC(=O)Nc2ccc(F)cc2)N(CCCc2ccccc2)C1=S (configuration not stated)	4.7	0.0	4	0	-1	3	0	2	2
O=C(CCn1c(=O)[nH]c2ccsc2c1=O)N1CCN(c2cccc(Cl)c2)CC1	3.1	0.0	18	-5	-3	4	2	-1	9
O=C(CSc1ccc2nnc(-c3cccs3)n2n1)N1CCCC1	0.9	-0.2	-2	1	4	i	0	1	4
CCCCCCOC(=O)C(C#N)c1nc2ccccc2nc1N1CCCCC1 (configuration not stated)	-0.7	0.1	2	3	2	-3	1	-2	-5
Cc1ccc(-n2ncc3c2CC(C)(C)CC3NC(=O)CCCN2CCCCC2=O)cc1 (configuration not stated)	2.1	0.0	2	-3	1	-6	-4	-4	1
CCc1ccc(-n2cnc3cc(C(=O)NCC(OC)OC)ccc32)cc1	-1.1	0.2	-2	1	-2	-5	0	0	1
O=C(CN1CCCC1)Nc1ccc(F)cc1	-2.4	0.2	14	4	2	9	1	-1	-6
COC(C(=O)Nc1ccc(S(=O)(=O)Nc2cccc3ccccc23)cc1)c1ccccc1 (configuration not stated)	2.6	-0.1	-23	-1	10	7	3	2	-28
CC(=O)NCC(=O)N(C)C(C(=O)Nc1ccc(C(C)C)cc1)c1ccccc1 (configuration not stated)	1.2	0.0	4	-5	-1	4	0	0	0
CN(C(=O)COC(=O)c1ccccc1NC(=O)c1ccco1)C1CCS(=O)(=O)C1 (configuration not stated)	-1.6	-0.1	2	-3	-2	-8	-5	-5	2
CC(C)[C@H](NC(=O)C1CC(=O)N(c2ccc(F)cc2)C1)C(=O)N1CCCCC1 (some centres not stated)	2.2	0.1	14	4	-8	1	-2	-2	1
COc1ccc(C(C)=O)c(OC(=O)c2ccc(OC)c(OC)c2)c1	1.0	0.2	-3	1	2	-8	1	-3	9
O/N=C1/CCCSc2ccccc21	3.9	0.0	2	-4	-4	22	0	4	-2
COc1ccc(-n2c(CNC(=O)COc3ccccc3)n[nH]c2=S)cc1	1.8	0.0	-3	2	1	2	-2	-2	-1
O=C(O)CCCC(=O)Nc1cc([N+](=O)[O-])ccc1O	-2.4	0.0	8	4	0	?	1	5	-3
O=C(c1ccccc1Cl)N1CCCC(c2nc3c(nnn3Cc3ccccc3)c(=O)[nH]2)C1 (configuration not stated)	-3.1	0.1	4	0	10	-16	6	0	9
O=C(O)CC1SC(=O)N(Cc2ccccc2)C1=O (configuration not stated)	0.8	-0.1	5	0	5	100	-1	0	2
CC(Sc1cccc[n+]1[O-])C(=O)Nc1cccc(S(=O)(=O)N2CCOCC2)c1 (configuration not stated)	1.7	0.1	5	0	0	4	-2	2	10
S=C1NC2(CCCCCC2)N=C1c1ccccc1	2.0	0.1	-7	-1	0	-3	-1	-2	5
NC(=O)c1c(NC(=O)C2CCCO2)sc2c1CCCC2 (configuration not stated)	1.3	-0.1	5	-1	-6	3	-4	-2	3
Clc1ccccc1CN1CCC(Cc2ccccc2)CC1	3.7	0.0	0	-4	-4	-2	-3	-1	6
S=C(c1cn(CCOc2ccccc2)c2ccccc12)N1CCCC1	-1.6	0.0	34	2	5	8	-1	1	-7
CCCCN(C(=O)CSc1nnnn1C)C1CCS(=O)(=O)C1 (configuration not stated)	1.4	-0.1	12	·	·	5	·	-1	1
Fc1ccc(-c2ccc(NCCN3CCOCC3)nn2)cc1	-0.8	0.0	2	0	-9	5	6	-3	-6
CC(=O)Nc1sc2c(c1C#N)CC(C)(C)NC2(C)C	0.0	0.0	-2	1	0	-5	-2	4	2
CC1=C2C(CCS2(=O)=O)CC2(C1)C(=O)OC(C)(C)OC2=O (configuration not stated)	2.0	0.0	0	0	3	-3	-3	-4	1
O=C(CSc1cn(CCNC(=O)c2ccc3ccccc3c2)c2ccccc12)NCc1ccco1	5.0	0.3	-21	-2	20	-11	-5	18*	-6
O=Cc1cccn1-c1ncc(Br)cn1	-0.7	0.1	13	-1	-6	2	-7	-1	1
CCOc1cc(/C=N/NC(=O)c2cccc([N+](=O)[O-])c2)ccc1OS(=O)(=O)c1ccccc1	5.0	0.1	2	3	4	20	3	0	-4
Cc1cccc(OCc2nnc(SCC(=O)NC3CCCC3)n2C)c1	0.1	-0.1	10	-2	-13	2	-2	-1	-6
CCOC(=O)C1(Cc2cccc(Cl)c2)CCCN(C(=O)c2c(CC)noc2C)C1 (configuration not stated)	0.9	0.0	1	0	6	22	3	-2	-2
Cc1[nH]c2c(C)cccc2c1CCNC(=O)c1ccc2c(c1[N+](=O)[O-])C(=O)c1ccccc1C2=O	0.1	-0.1	26	-1	60*	2	0	9	8
CC1=C(C(=O)Nc2ccccc2C(=O)NCCCN2CCN(C)CC2)SCCO1	0.3	-0.2	2	-3	-7	0	1	1	3
CCn1cc(C2=NC(C(C)C)CO2)c2ccccc21 (configuration not stated)	0.8	-0.1	-5	2	10	9	1	0	-1
COc1ccc(-c2cn3cccnc3n2)cc1NC(=O)CC(C)C	0.1	-0.2	4	-1	2	3	1	0	-1
O=C(CN1CCCC1)NCC1(c2ccccc2)CCOCC1	1.8	0.1	4	-2	1	-3	-1	-5	1
O=c1oc(-c2ccccc2Br)nc2ccccc12	0.5	-0.1	10	-3	-5	-1	-2	-2	-2

Further structures.
SMILES	PP5 inh	Efflux pump inh	PREPL inhibitor	TPT1 inh	HCV core dimer	JMJD2C inh	Fh CTSL1 inh	PP1 counter	LYPLA2 inh
OCCN1CCN(c2nc(-c3ccccc3)nc3c2oc2ccccc23)CC1	4.3	0.2	-6	-4	-9	-4	2	4	2
CC(C)OC(=O)C(NC(=O)c1ccccc1)=C1CCCCC1	0.7	-0.2	3	5	4	-1	8	-2	5
CCc1ccc(S(=O)(=O)Nc2ccc(-c3ccc4nnc(C)n4n3)cc2)s1	3.3	0.3	1	·	·	6	·	12	2
CCc1ccc(OCC(=O)Nc2ccc(S(=O)(=O)N3CCOCC3)cc2)cc1	2.6	-0.1	5	3	3	2	-1	-3	13
Cc1cc(C)c2oc(C(=O)NCc3ccccc3)cc(=O)c2c1	0.9	0.2	10	-4	-8	8	3	-3	6
O=c1ccc(Oc2nc(N3CCCCC3)nc(N3CCCCC3)n2)n[nH]1	1.8	-0.2	-5	-2	3	?	4	4	3
CC(=O)NCCc1c[nH]c2ccc(OCc3ccccc3)cc12	0.8	-0.1	18	-3	-2	-20	0	-3	5
CCOc1ccc(NC(=O)C2CC(=O)N(Cc3ccco3)C2)cc1 (configuration not stated)	-0.4	0.1	-1	·	·	·	·	-7	2
O=C1CCCc2c1cc(C(=O)NCc1ccco1)c(=O)n2-c1ccccc1	-0.7	-0.1	0	4	-2	1	3	-1	2
COc1ccc(C(=O)CC(Nc2ccc([N+](=O)[O-])cc2)c2ccc(Cl)cc2)cc1 (configuration not stated)	3.5	0.0	-27	-3	3	-9	6	1	-45
CCC(=O)Nc1nn(C)c2nc3c(C)cccc3cc12	2.0	0.0	19	-4	-11	2	-2	1	8
COc1cccc(CNC(=O)CCCc2c[nH]c3ccccc23)c1	-0.3	-0.1	-15	-2	1	?	0	-3	4
CC(C)n1nc(C(=O)NCCc2ccc(S(N)(=O)=O)cc2)c2ccccc2c1=O	2.4	-0.2	0	-1	-1	-8	7	-1	5
CCOP(=O)(Nc1ccc2oc(=O)c3ccccc3c2c1)OCC	3.0	0.0	5	1	-2	9	1	0	1
COc1cc(/C=N/n2cnnc2)ccc1Oc1nc(Cl)ncc1F	0.0	-0.1	-2	-1	3	1	-3	-5	-1
O=C(N/N=C/c1cccc(C(F)(F)F)c1)c1ccccc1O	0.6	-0.3	12	-1	-1	-5	1	-2	2
N#Cc1cc2c(nc1SCC(N)=O)CCCCC2	0.3	-0.1	10	-2	-5	-9	3	-1	14
Cc1ccc(CC(=O)O/N=C(\N)c2ccncc2)cc1	0.8	-0.4	3	-3	4	-3	-6	-4	2
Cc1ccccc1C1C(=O)c2ccccc2C1=O	3.3	0.0	-1	2	-9	-5	-3	-6	-1
CCCCn1c(N)c(N(CC(C)C)C(=O)c2ccc([N+](=O)[O-])o2)c(=O)[nH]c1=O	1.0	-0.2	-2	·	·	0	·	-1	-8
O=C1CN(c2nc(-c3ccccc3)c3cc(Br)ccc3n2)c2ccccc2N1	2.6	0.3	-7	8	7	2	-1	0	7
CC(=O)N1CCc2cc(S(=O)(=O)NC(C(=O)NC3CCCc4ccccc43)C(C)C)ccc21 (configuration not stated)	1.5	0.2	-5	5	2	2	1	-6	3
CCOc1ccc(S(=O)(=O)Nc2cccc(C(=O)N3CC(C)OC(C)C3)c2)cc1 (configuration not stated)	0.9	0.1	-4	-2	2	2	-1	-2	1
COc1ccccc1/C=C/C(=O)Nc1cccc(S(=O)(=O)N2CCOCC2)c1	2.2	-0.1	3	·	·	·	·	0	-13

Some entries already given, reduced to HCV core dimer, LYPLA2 inh and PREPL inhibitor:
SMILES | HCV core dimer | LYPLA2 inh | PREPL inhibitor
S=C(c1cn(CCOc2ccccc2)c2ccccc12)N1CCCC1 | 5 | -7 | 34
CCCCN(C(=O)CSc1nnnn1C)C1CCS(=O)(=O)C1 (configuration not stated) | · | 1 | 12

The list is partial; count on the stated rates, not on these rows.
